Compound activity as filed in PubChem.
Hsp70 act = Hsp70 transcriptional activators, primary screen, cell-based, HeLa, Hsp70 promoter luciferase, luminescence, 10 µM; HeLa Hsp70 promoter luciferase reporter; scaled: vehicle 0, proteasome-inhibitor control 100%; activation, % at 10 µM; actives 0.04% (n = 200,000); AID 1203, 2008;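 active = activation above the mean across all tested compounds plus 3 SD, cutoff set per campaign, cut at about 5.5% in these data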;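 also: 100% = MG132 at 30 µM as the positive control and 0% = DMSO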
STAT1 inh = STAT1 signaling inhibitors, primary screen, cell-based, HTS, luciferase reporter. inhibition, % at 5.5 µM. NIH 3T3 STAT1-luciferase reporter, IFN-gamma, luminescence. actives 0.35% (n = 200,000);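 active = inhibition above a set limit, the mean inhibition across all tested compounds plus 3 SD, cut at about 34% in these data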;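 also: 0% = IFN-gamma with DMSO and 100% = IFN-gamma with 300 µM nifuroxazide; values of inactives mirror those of a sister screen read the other way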
APP 5'UTR act = activators of APP 5'UTR luciferase reporter, primary screen, SH-SY5Y cells. SH-SY5Y APP 5'UTR luciferase reporter, luminescence; zero percent = DMSO vehicle wells. AID 1276, 2008. activation, % at 2 µM. actives 1% (n = 190,000);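 active = activation above a set limit, based on mean plus 3 SD of controls, cut at about 140% in these data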; also: values of inactives mirror those of a sister screen read the other way
TLR4 MyD88 comp = inhibitors of TLR4-MyD88 association in cells, primary screen, cell-based, HeLa CL3-4, BLA complementation, FRET ratio. AID 861, 2007. actives 0.18% (n = 200,000). HeLa CL3-4 TLR4/MyD88 BLA complementation. inhibition, % at 8.4 µM; in the data active = inhibition above about 25%;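 also: 0% = vehicle and 100% = reference inhibitor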
Target sequence (O00206 whole entry, looked up): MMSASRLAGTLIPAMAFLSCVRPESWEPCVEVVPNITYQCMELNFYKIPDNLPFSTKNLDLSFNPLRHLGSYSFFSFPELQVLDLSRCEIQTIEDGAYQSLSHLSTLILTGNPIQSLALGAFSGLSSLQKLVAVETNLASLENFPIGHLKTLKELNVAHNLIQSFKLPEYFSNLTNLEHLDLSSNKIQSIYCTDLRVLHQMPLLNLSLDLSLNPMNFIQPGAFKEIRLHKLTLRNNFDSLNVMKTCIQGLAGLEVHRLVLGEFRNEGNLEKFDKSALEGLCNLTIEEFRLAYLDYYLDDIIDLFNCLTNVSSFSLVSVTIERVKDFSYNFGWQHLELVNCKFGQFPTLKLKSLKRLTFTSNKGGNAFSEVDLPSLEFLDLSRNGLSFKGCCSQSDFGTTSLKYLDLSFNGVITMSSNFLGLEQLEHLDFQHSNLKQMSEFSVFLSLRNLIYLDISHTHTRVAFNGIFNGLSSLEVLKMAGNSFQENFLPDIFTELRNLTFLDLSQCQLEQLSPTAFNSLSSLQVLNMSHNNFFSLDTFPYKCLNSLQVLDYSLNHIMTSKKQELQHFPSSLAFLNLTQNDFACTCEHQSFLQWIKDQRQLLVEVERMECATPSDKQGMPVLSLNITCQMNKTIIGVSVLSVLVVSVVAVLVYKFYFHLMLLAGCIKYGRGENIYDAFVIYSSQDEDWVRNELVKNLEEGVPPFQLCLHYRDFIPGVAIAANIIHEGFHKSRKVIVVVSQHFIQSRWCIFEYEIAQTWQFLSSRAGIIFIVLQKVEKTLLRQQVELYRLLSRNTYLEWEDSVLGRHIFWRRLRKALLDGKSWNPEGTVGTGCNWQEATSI
Target sequence (Q99836 whole entry, looked up): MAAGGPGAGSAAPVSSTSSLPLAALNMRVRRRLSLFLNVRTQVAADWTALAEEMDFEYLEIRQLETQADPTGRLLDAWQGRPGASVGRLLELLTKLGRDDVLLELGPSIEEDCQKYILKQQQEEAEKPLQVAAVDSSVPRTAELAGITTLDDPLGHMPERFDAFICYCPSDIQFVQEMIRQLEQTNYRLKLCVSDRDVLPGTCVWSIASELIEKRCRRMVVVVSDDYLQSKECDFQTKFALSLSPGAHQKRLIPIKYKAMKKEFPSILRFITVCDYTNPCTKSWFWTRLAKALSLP
STAT3 act = IL-6 driven STAT3 reporter potentiators, primary screen, U3A cells, luciferase, luminescence, MLSCN library | IL-6 STAT3-luciferase reporter; 100% = signal with IL-6 EC80 alone | activation (% of control), % at 5.6 µM | actives 0.91% (n = 190,000) | AID 871, 2007;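 active = activation above the screen-wide mean of compound activation plus 3 SD, cut at about 130% in these data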;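 also: 0% = background luminescence of wells with medium and substrate only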
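Assay system – human STAT1-deficient U3A cells with stable STAT3-luciferase reporter · Also added – IL-6 (33 ng/mL) · Schedule – compound 1 h, then IL-6 6 h at 37 °C · Technique – reporter luminescence signal · Evaluation – % activation versus median of IL-6-stimulated wells · Benchmarks – IL-6-only wells as 100% reference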
STAT3 blocker = IL-6 driven STAT3 reporter inhibitors, primary screen, U3A cells, luciferase, luminescence, MLSCN library. IL-6 STAT3-luciferase reporter; host cell line lacks STAT1. inhibition, % at 5.5 µM. actives 0.89% (n = 190,000). AID 862, 2007;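 active = inhibition above the mean inhibition across all screened compounds plus 3 SD, cut at about 44% in these data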;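 also: 0% = DMSO only wells and 100% = 100 µM nifuroxazide control wells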
STAT1 act = STAT1 signaling activators, primary screen, cell-based, HTS, luciferase reporter | activation (% of control), % at 5.5 µM | NIH 3T3 STAT1-luciferase reporter, IFN-gamma, luminescence; 100% = IFN-gamma alone, no compound | actives 2.6% (n = 200,000);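 active = activation above the screen-wide mean activation plus 3 SD, cut at about 130% in these data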;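 also: raw ratio to IFN-gamma control signal so 100% means no change and 0% no light; values of inactives mirror those of a sister screen read the other way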
Redox H2O2 prof = compounds producing H2O2 with reducing agent – biochemical, NIH compound library profiling, artefact control for MLSCN library redox annotation, primary screen. DTT-dependent redox cycling H2O2, phenol red/HRP absorbance; 100% = 100 µM peroxide control, 0% = buffer. activation, % at 10 µM. actives 0.03% (n = 200,000). AID 878, 2007;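 active = activation of at least 50% relative to the plate's high and low controls in the primary single-dose screen; inactive = activation below 50%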;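 also: compound incubated with DTT at 0.8 mM final as the reducing agent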
NF-kB neuron act = activators of NF-kB expression in neurons, primary screen, cell-based, HTS | human neuronal cells, NF-kB reporter expression; hits give high values | fold change at 12.5 µM | actives 1.6% (n = 190,000); in the data active = fold change above about 3.3
Efa HMGR inh = inhibitors of E. faecalis class II HMGR, primary screen, biochemical, Enterococcus faecalis. actives 0.41% (n = 190,000). HMG-CoA reductase (Enterococcus faecalis, mvaE). AID 1066, 2008. inhibition, % at 10 µM. purified E. faecalis HMGR, NADPH absorbance 340 nm kinetic;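 active = inhibition above a set limit, the median over all tested compounds plus 3 SD, cut at about 9.5% in these data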;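 also: enzyme runs in reverse so mevalonate oxidation gives rising NADPH absorbance; 0% = complete reaction with DMSO and 100% = background rate lacking mevalonate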
Active calls of the source: *; nt = not tested or not shown. Outcome played no part in choosing rows (roughly 5.6% active in at least one column).

SMILES	Hsp70 act	STAT1 inh	APP 5'UTR act	TLR4 MyD88 comp	STAT3 act	STAT3 blocker	STAT1 act	Redox H2O2 prof	NF-kB neuron act	Efa HMGR inh
CCOc1ccc(-c2ccc(C=O)o2)c([N+](=O)[O-])c1	-0.3	-2	-2	-9	99	4	102	0.1	1	-3
CCN1CCCC1CNC(=O)c1cc(OC)c(OC)c(OC)c1 (configuration not stated)	0.1	5	16	-4	94	11	96	0.0	1.1	0
COc1cc(C(c2sc3ncnn3c2O)N2CCN(c3ccccc3F)CC2)cc(OC)c1OC (configuration not stated)	-0.4	0	2	-2	103	1	100	-1.3	1.2	0
Cc1ccc(NC(=O)c2cc(NC(=O)c3ccco3)ccc2N2CCOCC2)cc1	0.4	-12	-13	9	111	-9	111	2.5	0.67	0
Cc1ccc(C(C)C)c(OCC(=O)Nn2c(C)nc3ccccc3c2=O)c1	-0.2	0	7	-5	100	1	100	-0.9	0.93	2
Cc1cccc(CSCCNC(=S)Nc2ccccc2)c1	-0.3	3	10	-4	97	5	97	-0.2	1.3	0
Cc1ccc([N+](=O)[O-])cc1S(=O)(=O)NCc1cccnc1	-0.3	0	0	2	106	2	100	-0.4	1	-2
CCOc1ccc(-c2nnn(CC(=O)NCc3cccs3)n2)cc1	-0.2	-6	-12	5	100	3	106	-0.1	1.3	-1
CCOC(=O)C1C(=O)CC(C)(O)C(C(=O)OCC)C1c1ccc(N(CC)CC)cc1 (configuration not stated)	0.1	5	35	-4	103	-1	96	0.5	0.84	0
COc1cc(SC)ccc1C(=O)NCC1CCCO1 (configuration not stated)	2.8	-3	25	-14	102	0	100	0.7	1.6	-6
COc1ccc(Cc2nn3c(Cn4nnc5ccccc54)nnc3s2)cc1	-0.4	-5	-5	0	111	-6	104	2.9	0.8	-6
Cc1ccc(N(CCC#N)C(=O)CN2C(=O)NC(Cc3ccccc3)C2=O)cc1 (configuration not stated)	0.1	0	-8	4	99	6	102	-0.1	1.1	1
CC1(C(=O)NCCN2CCOCC2)C=CCN1C(=O)c1ccccc1 (configuration not stated)	0.1	-17	11	-15	108	-13	116	0.7	2.3	1
O=C(Nc1cc(S(=O)(=O)N2CCOCC2)ccc1N1CCOCC1)c1cn2ccccc2n1	-0.3	-1	4	-7	96	12	100	-2.5	1.2	-1
O=C(CCc1nnc(Cc2cccc(C(F)(F)F)c2)o1)NC1CC1	-0.2	-20	-8	-10	102	2	117	-0.4	1.2	-7
Cc1cc(C(=O)Nc2ccccc2N2CCOCC2)ccc1[N+](=O)[O-]	-0.5	-1	17	-1	100	-1	100	0.3	1.1	0
O/N=C1/CCCSc2ccccc21	-0.2	4	12	-1	107	-5	97	1.3	1.1	-4
O=C(Nc1ccccc1C(F)(F)F)c1cc(S(=O)(=O)N2CCC3(CC2)OCCO3)ccc1F	-0.1	3	6	7	103	-1	97	0.7	0.77	1
NC(=S)N=Nc1c(O)[nH]c2cc(F)c(F)cc12	-0.2	7	15	-8	67	37	94	-0.2	0.93	-7
COc1cc(NC(=O)Cn2nnc(-c3ccncc3)n2)cc(OC)c1	-0.4	-1	-1	9	94	8	101	3.4	1.1	3
CSc1nc2ccc(S(=O)(=O)N3CCOCC3)cc2s1	-0.2	2	10	-25	135*	-39	98	0.5	0.77	-3
Cc1cc(C(F)(F)F)nc(SCc2ccc(C(=O)O)o2)n1	-0.3	4	3	5	103	0	96	0.1	1.1	0
c1ccc(-c2nnc(-c3ccco3)o2)cc1	0.1	-42	67	18	99	5	138*	-0.8	1.7	1
Cc1cc(Cl)ccc1C(=O)C1CCCN(C(=O)c2ccoc2)C1 (configuration not stated)	0.0	0	-1	-7	98	8	98	0.9	0.94	-2
COCCNc1ccnc2c(Cl)cccc12	-0.4	6	6	-13	106	-3	94	-0.3	1.2	1
Cc1ccc(C(C)C)c(OCCCN2C(=O)NC(C)(C)C2=O)c1	-0.6	2	12	11	106	-1	98	0.0	1	-6
COC(=O)c1ccccc1NC(=S)N(Cc1ccc2c(c1)OCO2)Cc1cc2cc(OC)ccc2[nH]c1=O	-0.3	-1	2	9	100	-1	101	0.3	0.35	-5
CCOC(=O)c1c(-c2ccccc2)oc2cc(CN(C)C)c(O)c(CN(C)C)c12	-0.3	-10	-53	-6	111	-10	109	2.2	nt	nt
COc1ccccc1NC(=O)N1CCCC1C(=O)NC1CCCCC1 (configuration not stated)	-0.3	7	0	-3	101	1	94	-0.2	1	2
CCc1cccc2c(/C=N/NC(=O)c3cccc(S(=O)(=O)Nc4ccccc4Cl)c3)c[nH]c12	-0.3	2	2	-4	98	6	98	0.1	1.1	3

Of the compounds above, these contain an aryl thioether with sulfur outside any ring.
SMILES	Hsp70 act	STAT1 inh	APP 5'UTR act	TLR4 MyD88 comp	STAT3 act	STAT3 blocker	STAT1 act	Redox H2O2 prof	NF-kB neuron act	Efa HMGR inh
COc1cc(SC)ccc1C(=O)NCC1CCCO1 (configuration not stated)	2.8	-3	25	-14	102	0	100	0.7	1.6	-6
CSc1nc2ccc(S(=O)(=O)N3CCOCC3)cc2s1	-0.2	2	10	-25	135*	-39	98	0.5	0.77	-3
Cc1cc(C(F)(F)F)nc(SCc2ccc(C(=O)O)o2)n1	-0.3	4	3	5	103	0	96	0.1	1.1	0

Continuation.
SMILES	Hsp70 act	STAT1 inh	APP 5'UTR act	TLR4 MyD88 comp	STAT3 act	STAT3 blocker	STAT1 act	Redox H2O2 prof	NF-kB neuron act	Efa HMGR inh
COc1ccc(NC(=O)CN2CCC(n3c(C)nc4cc(F)ccc43)CC2)c(OC)c1	-0.2	3	-4	-11	122	-21	97	2.7	1.1	-3
CN1CCO/C1=C(\C(Cl)=C(Cl)Cl)[N+](=O)[O-]	-0.1	-2	23	2	102	4	102	-0.1	1	-1
CCCCNC(=O)/C(C#N)=C/c1ccc(-c2ccc(S(=O)(=O)N3CCOCC3)cc2)o1	-0.2	0	-2	7	94	10	100	0.1	0.98	1
CCOC(=O)C1CCCN(Cc2ccc(O)c(OC)c2)C1 (configuration not stated)	-0.3	1	15	-3	94	13	99	-1.4	1.3	0
O=C(NCCCc1ccccc1)c1cc([N+](=O)[O-])ccc1Cl	-0.1	-2	-23	10	114	-9	101	-0.2	1.2	-4
COc1ccc(-c2ccc(/C=C3/C(=N)N4C=CSC4=NC3=O)o2)c([N+](=O)[O-])c1	-0.4	5	-4	1	101	2	95	-0.1	0.93	0
Cc1ccccc1-n1c(=S)[nH]c2nc3c(cc2c1=O)CCCC3	-0.3	2	12	-9	98	7	97	0.0	1.1	-1
CCC1Oc2ccc(C)cc2N(CC(=O)NCc2cc(OC)ccc2OC)C1=O (configuration not stated)	-0.2	4	2	8	103	1	97	-2.1	0.84	1
CN(C)CCCNC(=O)c1cc(S(=O)(=O)N2CCOCC2)ccc1F	-0.2	1	17	3	100	0	99	-0.1	0.98	0
CC(C)(C)NC(=S)Nc1ccc(Nc2ccccc2)cc1	0.0	-1	9	-2	97	13	102	-0.6	1.6	3
Cc1ccnc(NC(=O)C2CCN(S(=O)(=O)c3cccc4nonc34)CC2)c1	-0.4	4	10	-5	80	29	96	-0.3	0.69	4
CCNC(=O)c1c(NC(=O)c2cc(-c3cc(C)ccc3O)n[nH]2)sc2c1CCCC2	-0.3	0	-5	2	91	14	100	0.3	0.88	1
O=C(NC(NC(=O)c1ccccc1)c1cccc([N+](=O)[O-])c1)c1ccccc1	-0.4	4	-27	-4	104	-4	96	0.3	1.1	-4
COCCCn1c(SCC(=O)N2CC(=O)Nc3ccccc32)nnc1-c1ccoc1C	-0.3	-2	3	5	103	0	102	0.8	1.1	4
CC1CCN(C2=C(NS(=O)(=O)c3ccc(Cl)cc3)C(=O)c3ccccc3C2=O)CC1	-0.3	-6	11	3	115	-17	105	-0.5	0.71	-3
O=C(CCCN1C(=O)/C(=C\c2ccco2)SC1=S)Nc1ccc2ccccc2c1	-0.2	1	8	-4	100	3	99	-0.1	1	-5
COC(=O)c1ccc(CSc2nnc3ccccn23)o1	0.3	3	-8	19	95	14	98	1.0	1.1	-2
O=C(c1cccc(F)c1)N1CCN(c2cccc(Cl)c2)CC1	-0.1	0	1	-4	101	5	100	-2.1	1.1	3
CCN(CC)C(=O)Cn1nc(-c2ccccc2O)nc1SCC(=O)Nc1ccc(OC)cc1	-0.4	-6	10	1	101	3	106	1.3	0.88	-4
O=C(CCc1nc2ccccc2c(=O)[nH]1)N1CCN(c2ccc(F)cc2)CC1	0.6	0	-2	0	95	12	99	-0.2	1.1	-4
Cc1cc(C)cc(N=Cc2c(O)c3ccccc3oc2=O)c1	-0.3	-10	1	1	97	7	107	-0.5	1.3	5
CCC12C(=O)C(CC)(C(c3ccccc3)=C1c1ccccc1)[C@@H]1C(=O)N(c3ccc(C)cc3)C(=O)C12 (some centres not stated)	-0.3	-8	8	4	96	4	107	1.3	0.97	-2
CS(=O)(=O)N1CCC(C(=O)Nc2ccccc2F)CC1	-0.3	0	1	1	100	4	100	3.6	1.1	1
COc1ccccc1N1CCN(CC(=O)Nc2c(C)n[nH]c2C)CC1	-0.4	1	-1	-9	103	2	99	1.7	1.2	-1
CCOc1ccc(C(C)=O)cc1CSc1nc2nc(C)cc(C)n2n1	0.0	15	2	1	96	10	84	-0.6	1.4	0
C=CCN(C(=O)CNC(=O)c1cccs1)C(C(=O)NC1CCCCC1)c1cccnc1 (configuration not stated)	-0.3	5	20	-2	96	8	93	-0.2	1	-1
CC(=O)N/N=C(\C)c1cccc(C(F)(F)F)c1	-0.1	-2	-11	1	102	5	101	0.0	1	1
COC(=O)c1c(NC(=O)C2C3CCC(C3)C2C(=O)O)sc2c1CCCCC2 (configuration not stated)	0.1	-19	13	1	95	14	115	-0.2	1.3	2
CC(C)OCCCNC(=O)CCC(=O)NNc1nc2ccccc2c2nc(-c3ccccc3)nn12	-0.1	3	-13	10	101	-3	97	-0.1	0.42	6
O=C(NCc1ccco1)c1c(F)c(F)c(F)c(C(=O)NCc2ccco2)c1F	-0.1	-8	3	9	108	-4	106	-0.4	1	2
CCn1c(=O)n(CC(=O)NCc2ccccc2OC)c(=O)c2ccccc21	-0.1	-3	-14	0	100	3	102	0.2	0.93	0
COC(=O)[C@@]1(Cc2ccc(F)cc2)[C@H]2c3cc(C(=O)N(C)C)n(Cc4ccccc4)c3C[C@H]2CN1C(=O)c1ccccc1	-0.1	9	7	-12	103	-6	92	0.8	0.58	-4
COc1ccccc1OCC(=O)NCCc1nc2ccccc2[nH]1	-0.3	6	3	10	98	6	95	-0.5	0.99	2
CCOC(=O)CSc1nnc(NC(=O)c2cccc(S(=O)(=O)N3CCCCCC3)c2)s1	-0.1	2	-4	-6	104	0	99	2.2	1.1	3
